CHO-K1 Ca ag = nonselective activator or artifact in parental CHO-K1 cells. Fluo-8 calcium fluorescence; scaled to maximal ATP response, vehicle zero. actives 0.48% (n = 360,000). activation, % at 3 µM; in the data active = activation above about 15%;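 note: untransfected CHO-K1 host cells lacking M1 receptor as counterscreen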
M5 ag = CHRM5 agonism in calcium assay; P08912; CHO-K1 hM5 cells, Fluo-8 calcium fluorescence; 0% DMSO wells, 100% maximal acetylcholine response; activation, % at 3 µM; actives 0.19% (n = 360,000);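 active = activation above the run's mean over test compounds plus 3 SD, cut at about 23% in these data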;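 note: signal is peak over basal fluorescence ratio across the kinetic read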
Target sequence (P08912 whole entry, looked up): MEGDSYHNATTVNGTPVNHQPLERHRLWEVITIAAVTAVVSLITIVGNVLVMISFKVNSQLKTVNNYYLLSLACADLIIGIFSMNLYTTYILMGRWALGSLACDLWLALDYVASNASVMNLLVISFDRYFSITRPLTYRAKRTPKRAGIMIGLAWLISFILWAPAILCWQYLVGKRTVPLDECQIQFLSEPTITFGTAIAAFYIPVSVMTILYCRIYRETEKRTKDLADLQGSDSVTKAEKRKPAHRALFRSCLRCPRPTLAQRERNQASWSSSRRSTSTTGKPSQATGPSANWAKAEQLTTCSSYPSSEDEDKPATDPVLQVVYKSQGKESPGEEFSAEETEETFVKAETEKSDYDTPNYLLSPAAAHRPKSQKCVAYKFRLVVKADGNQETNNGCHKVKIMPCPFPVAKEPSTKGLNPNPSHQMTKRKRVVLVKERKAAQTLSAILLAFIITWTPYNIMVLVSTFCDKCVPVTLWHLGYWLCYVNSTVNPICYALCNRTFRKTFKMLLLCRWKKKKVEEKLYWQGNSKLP
CHO-K1 Ca PAM = M1 PAM counterscreen hit in parental CHO-K1 cells; actives 0.02% (n = 360,000); activation, % at 3 µM; ATP EC20, Fluo-8 calcium fluorescence; 0% at ATP EC20, 100% at ATP max;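 active = activation above the run cutoff, the mean activation of all test compounds plus 3 SD, cut at about 40% in these data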;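 note: peak over basal fluorescence ratio in a 140 s read after ATP addition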
CHRM4 agonist = CHRM4 agonism in calcium assay | CHO-K1 hM4/Gqi5, Fluo-8 calcium fluorescence; vehicle 0%, full acetylcholine response 100% | P08173 | actives 0.14% (n = 360,000) | activation, % at 3 µM;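 active = activation above the run mean over all test wells plus 3 SD, cut at about 32% in these data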;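 note: peak over basal fluorescence ratio per well then scaled between controls; 0% = DMSO wells and 100% = acetylcholine at EC100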
Target sequence (P08173 whole entry, looked up): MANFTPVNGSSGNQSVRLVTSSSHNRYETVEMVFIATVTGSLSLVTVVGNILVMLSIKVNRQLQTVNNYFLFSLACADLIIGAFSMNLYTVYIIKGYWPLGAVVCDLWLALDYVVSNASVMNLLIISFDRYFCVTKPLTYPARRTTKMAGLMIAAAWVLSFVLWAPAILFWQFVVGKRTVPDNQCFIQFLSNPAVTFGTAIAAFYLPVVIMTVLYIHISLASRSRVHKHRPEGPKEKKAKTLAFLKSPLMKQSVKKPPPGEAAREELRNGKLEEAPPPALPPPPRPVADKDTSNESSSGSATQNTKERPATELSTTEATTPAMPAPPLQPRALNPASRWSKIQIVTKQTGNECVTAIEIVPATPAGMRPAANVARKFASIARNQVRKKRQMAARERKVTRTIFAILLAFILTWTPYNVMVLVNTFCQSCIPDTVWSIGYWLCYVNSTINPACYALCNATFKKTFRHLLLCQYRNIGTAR
M5 PAM = CHRM5 positive allosteric modulation | CHO-K1 hM5, Fluo-8 calcium, ACh EC20 PAM; 0% = ACh EC20, 100% = ACh EC100 | activation, % at 3 µM | actives 0.3% (n = 360,000) | AID 624038;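 active = activation above the run cutoff, the mean activation of all test compounds plus 3 SD, cut at about 18% in these data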
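Replicates: One well per compound, no replicates | System: Human M5 receptor in CHO-K1 cells | Benchmarks: Low control EC20 acetylcholine (0%), high control EC100 acetylcholine (100%) | Probe or stimulus: Acetylcholine, EC20 level | Times: Fluo-8 loading 80 min at 37 °C plus 30 min room temperature | Signal: Intracellular calcium via Fluo-8 fluorescence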
CHO-K1 Ca antag = counter-screen for M1 antagonists: effect in parental CHO-K1 cells. ATP-induced calcium, Fluo-8 fluorescence. inhibition, % at 3 µM. actives 0.6% (n = 360,000). AID 602250;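 active = inhibition above a per-plate cutoff, the plate's mean sample inhibition plus 3 SD, cut at about 24% in these data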;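 note: 0% = DMSO plus EC80 ATP and 100% = DMSO alone without ATP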
CHRM5 antagonist = antagonists of human muscarinic M5 receptor (CHRM5) | P08912 | CHO-hM5 cells, Fluo-8 calcium fluorescence, ACh EC80 | inhibition, % at 3 µM | actives 0.59% (n = 360,000) | AID 624040;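 active = inhibition above a per-plate cutoff, the mean of that plate's test compounds plus 3 SD, cut at about 27% in these data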;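 note: 0% = acetylcholine EC80 with DMSO and 100% = DMSO without agonist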
M4 PAM = potentiates acetylcholine response at human M4 receptor. P08173. CHO-K1 hM4/Gqi5, Fluo-8 calcium fluorescence, ACh EC20; 0% = ACh EC20, 100% = maximal ACh. activation, % at 3 µM. actives 0.4% (n = 360,000). AID 624126;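 active = activation above its plate's cutoff, the mean activation of sample wells plus 3 SD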; note: some results filed as inactive read as strong as hits
CHRM4 antagonist = CHRM4 antagonism in calcium assay; CHO-hM4 cells, ACh EC80, Fluo-8 calcium fluorescence; AID 624125; P08173; actives 0.73% (n = 360,000); inhibition, % at 3 µM;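 active = inhibition above its plate's cutoff, the mean inhibition of sample wells plus 3 SD, cut at about 27% in these data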;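 note: 0% = acetylcholine EC80 with DMSO and 100% = DMSO without agonist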
Numbers without * were called inactive.

canonical_smiles	CHO-K1 Ca ag	M5 ag	CHO-K1 Ca PAM	CHRM4 agonist	M5 PAM	CHO-K1 Ca antag	CHRM5 antagonist	M4 PAM	CHRM4 antagonist
COc1cc(C(=O)NC(=S)Nc2ccc([N+](=O)[O-])cc2C)cc(OC)c1OC	0.1	-4	14	0	-4	-6	4	-2	0
CCOC(=O)N1CCN(C(=O)CCCn2c(=S)[nH]c3ccc(Br)cc3c2=O)CC1	0.3	0	22	-2	-3	-15	2	8	-2
Cc1[nH]c2ccccc2c1N=Nc1cccc(C(=O)O)c1	0.5	-1	20	1	0	-2	7	0	2
CCc1ccc(-c2cc(C(=O)N/N=C/c3c[nH]c4ccccc34)[nH]n2)cc1	0.3	-2	-2	1	4	1	-3	3	-2
CCCCNC1=CC(=O)C(NCCCC)=CC1=O	-0.1	3	20	1	2	-6	0	6	-7
O=C(CCN1C(=O)C2C3C=CC(C3)C2C1=O)N1CCN(c2ccccc2Cl)CC1 (centres undefined)	0.6	0	4	1	-3	-9	5	-3	4
O=C(CSC1=NCCS1)N1CCN(c2ccccc2)CC1	8.8	-2	-9	3	-6	12	3	1	-4
COC(=O)c1ccc(NC(=O)CCOc2ccccc2)cc1	1.6	2	5	5	-8	-15	10	-4	1
CCc1nnc(NC(=O)c2ccc(S(=O)(=O)NC3CCCCC3)cc2)s1	0.8	4	-6	2	-2	-10	-5	0	-2
CCn1c(-c2c(Cl)c(C)nn2C)n[nH]c1=S	0.3	-2	15	0	-2	-4	1	0	1
Cc1cc(NS(C)(=O)=O)c(=O)n(Cc2c(F)cccc2Cl)c1	0.1	2	-5	0	-2	0	9	-2	8
Cc1ccc(/C=N\NC(=O)CC(=O)NCCc2ccccc2)cc1	0.1	0	-11	1	4	-8	-6	3	-20
O=P(CCCO)(Cc1ccccc1)Cc1ccccc1	0.5	3	5	1	-1	-9	7	-6	4
CCN(CC)c1ccc(C(=O)OCc2c(C)noc2C)cc1	12	-11	15	-1	4	-5	4	-2	-3
CCn1nc(NC(=O)COC)c2cc3cccc(C)c3nc21	-2.0	-1	18	-2	9	-13	1	5	2

Among those listed so far, six contain sulfur.
canonical_smiles	CHO-K1 Ca ag	M5 ag	CHO-K1 Ca PAM	CHRM4 agonist	M5 PAM	CHO-K1 Ca antag	CHRM5 antagonist	M4 PAM	CHRM4 antagonist
COc1cc(C(=O)NC(=S)Nc2ccc([N+](=O)[O-])cc2C)cc(OC)c1OC	0.1	-4	14	0	-4	-6	4	-2	0
CCOC(=O)N1CCN(C(=O)CCCn2c(=S)[nH]c3ccc(Br)cc3c2=O)CC1	0.3	0	22	-2	-3	-15	2	8	-2
O=C(CSC1=NCCS1)N1CCN(c2ccccc2)CC1	8.8	-2	-9	3	-6	12	3	1	-4
CCc1nnc(NC(=O)c2ccc(S(=O)(=O)NC3CCCCC3)cc2)s1	0.8	4	-6	2	-2	-10	-5	0	-2
CCn1c(-c2c(Cl)c(C)nn2C)n[nH]c1=S	0.3	-2	15	0	-2	-4	1	0	1
Cc1cc(NS(C)(=O)=O)c(=O)n(Cc2c(F)cccc2Cl)c1	0.1	2	-5	0	-2	0	9	-2	8

Remaining list, next part:
canonical_smiles	CHO-K1 Ca ag	M5 ag	CHO-K1 Ca PAM	CHRM4 agonist	M5 PAM	CHO-K1 Ca antag	CHRM5 antagonist	M4 PAM	CHRM4 antagonist
CCNCc1nc2cc(OC)c(OC)cc2c(=O)[nH]1	0.0	4	2	1	4	4	-7	14	-2
O=C(Nc1ccon1)c1sc2cc(Cl)ccc2c1Cl	1.4	-4	0	1	3	-9	4	4	-5
COc1ccc(-c2nc(N)ncc2-c2ccc(Cl)cc2)c(O)c1	3.1	4	18	11	0	2	8	-10	9
COC(=O)c1cccc(NC(=S)Nc2cccc(Cl)c2Cl)c1	3.1	0	12	0	-2	-3	6	-4	4
O=C(O)CN1CCN(Cc2ccc(F)cc2Cl)C1=O	0.0	2	0	1	-9	-28	-1	-2	-3
CC(=O)c1ccc(OCc2ccc(C(=O)c3ccccc3)cc2)cc1	9.5	-1	-11	10	-23	9	19	-15	6
COC(=O)c1cc2c(N)c(C(=O)c3ccccc3)sc2nc1C(OC)OC	3.6	0	8	10	-3	-5	13	-11	-6
COc1ccc(CN2CCNC(=O)C2CC(=O)N2CCc3ccccc3C2)c(OC)c1 (centres undefined)	0.8	-3	24	1	-2	-14	6	3	-1
O=C(Nc1ccc(S(=O)(=O)N2CCCC2)cc1)c1ccccc1	1.1	-3	4	3	-4	6	10	-4	-6
NS(=O)(=O)c1cccc(NC(=O)CSc2nnnn2-c2ccccc2)c1	0.3	3	8	1	6	-2	4	0	5
COc1ccc(C(=O)CSc2nc3nc(C)cc(C)n3n2)cc1OC	1.0	1	4	2	0	-9	11	7	9
CCOc1cc2[nH]c(=S)n(CCc3ccc(OC)c(OC)c3)c(=O)c2cc1OCC	0.4	1	21	1	-1	-8	-4	16	-5
NC(=O)C1CCN(C(=O)c2ccc3c(=O)n(Cc4ccco4)c(SCC(=O)c4ccccc4)nc3c2)CC1	1.3	-1	20	4	10	-20	2	-4	-5
CC(=O)CSc1ncnc2sc3c(c12)CCC3	-0.1	-6	6	0	1	-8	5	4	-3
Cc1cc2nc(-c3ccc(SCC(=O)Nc4ccc5c(c4)OCCO5)nc3)[nH]c2cc1C	1.7	-3	17	3	-9	-9	19	4	9
COc1ccc(-n2c3c(cc(C(=O)Nc4cccc(C)n4)c2=O)C(=O)CC(C)(C)C3)cc1	0.8	1	15	0	5	-12	-1	2	-14
O=S(=O)(c1ccccc1)N1CCSC1c1ccco1 (centres undefined)	0.4	-3	7	0	0	-5	4	11	0
S=C(Nc1ccc(Cl)cc1)N1CCN(Cc2ccccc2)CC1	6.1	-3	20	5	1	-22	8	5	2
CC(C)C(=O)N1C2CCC1CC(O)(c1ccc(F)cc1)C2 (centres undefined)	0.4	-9	8	0	-1	-15	1	-1	6
CN(C)CCCN(C(=O)c1ccc(C(=O)c2ccccc2)cc1)c1nc2ccc(F)cc2s1	7.8	-4	16	8	-7	-5	7	-2	-1
N#CC1=C(N)Oc2n[nH]c(CSc3ccccc3)c2C12C(=O)Nc1ccccc12 (centres undefined)	1.1	0	16	0	-3	-14	4	-1	8
COc1ccccc1CN1CCN(C(c2ccccc2)c2ccccc2)CC1	0.9	-21	15	-2	-21	-7	9	-15	19
N#CC1=C(N)NC(SCc2ccc(Br)cc2)=C(C#N)C12CCCCC2	8.5	4	5	13	-12	24*	14	-10	20
Cc1nc(/N=C(\N)NC(=O)N2c3ccccc3Sc3ccccc32)nc2ccccc12	0.3	-8	20	-2	-3	-2	-1	-2	-7
Cc1cc(C)c(C#N)c(SCc2ccccc2)n1	-0.2	2	13	-3	1	3	-5	10	-6
Cc1c(C(=O)N2CCN(Cc3ccccc3)CC2)oc2c1C(=O)CC(C)(C)C2	0.8	-1	-5	3	-4	-10	8	2	-22
O=C(CN(Cc1ccccc1Cl)C(=O)c1csnn1)NCc1ccc2c(c1)OCO2	3.4	-1	10	11	-2	-11	6	7	-18
COc1ccc(C2(O)C(=O)Nc3ccc(C)cc32)cc1OC (centres undefined)	0.6	-1	0	1	1	4	5	3	-4
COc1cc(C(C)=O)ccc1OCC(=O)N1CCCC1c1ccc2c(c1)OCCCO2 (centres undefined)	2.7	0	16	1	-1	-1	3	5	-10
COc1ccc(F)c(CN2CCCC(CNS(=O)(=O)c3cccc4cccnc34)C2)c1 (centres undefined)	2.9	-1	6	2	3	-17	-4	-7	10

Some values from above:
O=C(CN(Cc1ccccc1Cl)C(=O)c1csnn1)NCc1ccc2c(c1)OCO2 in CHO-K1 Ca ag: 3.4
COc1ccc(F)c(CN2CCCC(CNS(=O)(=O)c3cccc4cccnc34)C2)c1 (centres undefined) in CHO-K1 Ca ag: 2.9

(next part)
canonical_smiles	CHO-K1 Ca ag	M5 ag	CHO-K1 Ca PAM	CHRM4 agonist	M5 PAM	CHO-K1 Ca antag	CHRM5 antagonist	M4 PAM	CHRM4 antagonist
COc1ccc(OC)c(C(O)c2coc3ccc(O)c(CN(C)C)c23)c1 (centres undefined)	0.4	-2	14	1	5	-4	2	-1	-2
C#Cc1ccc([C@@H]2C=C(C(=O)OCC=C)O[C@H](OCc3ccc(CO)cc3)C2)cc1	-0.5	-2	-1	0	-5	1	12	3	-5
CCOC(=O)[C@]12CCC=C1N(Cc1ccc(Cl)cc1Cl)C(=O)[C@H](CC(=O)NCCc1ccccc1OC)C2	0.8	0	3	1	0	-6	-9	-4	-8
CCCCOP(=O)(c1ccc(N(C)C)cc1)C(O)c1cccnc1 (centres undefined)	0.6	-5	19	0	4	-2	-1	-9	11
C/C(=N\Nc1nc(C)cc(=O)[nH]1)C1CC1	-0.1	-1	11	1	-3	-3	-5	-3	-1
CNS(=O)(=O)c1ccc(NC(=O)Nc2cccc(F)c2)cc1	-0.1	0	-7	1	-1	9	-6	0	-2
O=S(=O)(Oc1ccccc1)c1ccc(Cl)c(Cl)c1	0.0	0	5	-1	-4	-11	11	-1	-1
COc1ccccc1NC(=O)N(C)C[C@@H]1OCc2cn(nn2)CCCC(=O)N([C@@H](C)CO)C[C@H]1C	1.0	1	11	1	0	-5	3	3	-13
NC(=O)CC(NC(=O)Cc1ccc(Cl)cc1)c1ccc(NCCOc2ccccc2)c([N+](=O)[O-])c1 (centres undefined)	1.4	0	17	0	3	-11	7	10	-4
Cc1ccc(S(=O)(=O)NCC(=O)N(CC(=O)NCc2ccco2)Cc2cccs2)cc1	0.1	2	13	0	-1	-3	-1	-4	4
O=C(CNC(=O)c1ccc2c(c1)OCO2)NCc1cccs1	0.1	5	11	0	5	-5	-7	5	-4
CCC(NC(=O)CNC(=O)CNC(=O)c1ccc(Cl)cc1Cl)c1ccc(C)cc1 (centres undefined)	2.6	-2	4	2	1	-12	2	5	7
Cc1ccc(CN2CC(C(=O)N3CC(C)CC(C)C3)CC2=O)cc1 (centres undefined)	0.1	2	-14	0	4	8	5	3	3
O=C(c1ccc(-c2ccccc2)cc1)N1CCN(c2ccccc2F)CC1	0.4	-6	10	-1	-1	-6	-4	5	-9
Cc1ccc(OCC(=O)Nc2c(C)ccc3nsnc23)cc1	2.5	-4	7	4	-7	0	13	-3	3
c1csc(-c2nn3c(Cn4nnc5ccccc54)nnc3s2)c1	0.2	1	-5	0	5	4	-2	7	-1
N#Cc1ccc(-c2ccc(F)cc2)nc1Oc1ccc(F)cc1	0.5	-3	12	0	1	-4	-5	3	-13
COc1ccc2c(Cl)c(C(=O)NCCCn3ccnc3)sc2c1Cl	1.0	-6	16	2	-12	-3	5	0	1
CCOc1ccc(OCC)c(NC(=O)C2CCN(c3cnccn3)CC2)c1	0.9	-5	18	1	-3	-11	5	-1	-6
O=C(c1ccc(NC2=NC3CS(=O)(=O)CC3S2)cc1)N1CCN(C(=O)c2ccco2)CC1 (centres undefined)	0.0	3	6	0	-1	13	-1	4	-10
O=C(Cc1ccc(Cl)cc1)N1CCN(C(=O)c2ccco2)CC1	0.4	-3	5	1	4	1	0	-2	0
CCC1S/C(=N\S(=O)(=O)c2cccs2)N(C2CCCCC2)C1=O (centres undefined)	0.4	-7	25	0	-1	-14	-11	4	-8
